EP2 modulator: modulates human prostaglandin E2 receptor EP2 signaling; EP2-expressing cells, cAMP HTRF FRET, PGE2 co-stimulation; hit rate 0.83% among 260,000; AID 940; induction, % at 25 µM; P43116;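 active means compounds whose cAMP rise, as percent of the full-agonist control response, exceeds 60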;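 further: rat C6 glioma line stably carrying human EP2 under a CMV promoter; the protocol text gives 20 µM as final concentration; 100% = response of wells given 1 µM PGE2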
14-3-3 Bad PPI: disrupts binding of bovine 14-3-3 zeta to phospho-Bad peptide. TR-FRET 14-3-3zeta/Dy647-pBad peptide displacement, 1 h. P63103. hit rate 0.71% among 220,000. inhibition, % at 21.7 µM;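 active means inhibition above about 70%, limit read from the data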;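 further: 0% = full 14-3-3 plus peptide FRET controls and 100% = background without 14-3-3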
m-calpain inh: inhibitors of pig calpain II | purified calpain II, fluorogenic peptide substrate, 30 min | inhibition, % at 16 µM | hit rate 0.37% among 220,000;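 active means inhibition above about 50%, limit read from the data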
TbHK1 inh: T. brucei hexokinase 1 inhibition. recombinant TbHK1, G6PDH-coupled NADH A340. inhibition, % at 10 µM. hit rate 0.11% among 220,000;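 active means inhibition of 50% or more in the single-dose primary screen; inactive means inhibition below 50%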
L929 necroptosis: L929 zVAD cell death inhibition; L929 zVAD necroptosis rescue, ATP luminescence, 24 h; with zVAD 60 µM; hit rate 0.38% among 220,000; viability rescue, % at 10 µM;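 active means activation, scaled between plate controls, above about 75%, limit read from the data; inactive means activation under that limit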;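 further: 0% = zVAD with DMSO and 100% = DMSO alone without zVAD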
Rad51 HR inh: blocks human Rad51 in homologous recombination; hRad51 DNA strand exchange, fluorescence dequenching; inhibition, % at 10 µM; hit rate 0.085% among 200,000; AID 1385;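 active means inhibition above 40% at the single screening dose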;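 further: 0% = DMSO control wells and 100% = blanks with heterologous ssDNA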
Target sequence (Q06609 whole entry, looked up): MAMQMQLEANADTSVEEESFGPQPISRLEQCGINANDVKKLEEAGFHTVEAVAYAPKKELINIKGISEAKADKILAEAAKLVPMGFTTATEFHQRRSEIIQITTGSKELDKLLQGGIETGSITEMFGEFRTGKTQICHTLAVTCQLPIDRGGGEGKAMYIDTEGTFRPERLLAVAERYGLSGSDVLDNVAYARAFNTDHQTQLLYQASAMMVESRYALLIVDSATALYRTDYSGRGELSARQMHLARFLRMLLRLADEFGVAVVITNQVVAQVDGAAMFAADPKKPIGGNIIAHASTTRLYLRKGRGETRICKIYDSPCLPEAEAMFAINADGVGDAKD
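Test system – preformed human Rad51 ssDNA filaments · Reagent – Donor/quencher-labelled 47-bp dsDNA substrate · Incubation – 37 °C 15-min filament assembly, 30-min compound preincubation, 15-min exchange · Signal – FRET fluorescence dequenching, excitation 485 nm, emission 520 nm · Read-out – percent inhibition from fluorescence, normalised to plate control and blank means · Benchmarks – plate control and blank wells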
Hck-Nef inh: inhibitors of human Hck kinase activated by Nef | P08631 | Recombinant Hck-YEEI plus Nef, Z-Lyte FRET kinase assay | inhibition, % at 20 µM | hit rate 0.68% among 220,000 | AID 463187;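 active means Hck-Nef kinase inhibition above about 50%, limit read from the data; inactive means inhibition below that limit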;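 further: 0% = DMSO with Hck plus Nef and 100% = Hck alone without Nef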
Target sequence (P08631 whole entry, looked up): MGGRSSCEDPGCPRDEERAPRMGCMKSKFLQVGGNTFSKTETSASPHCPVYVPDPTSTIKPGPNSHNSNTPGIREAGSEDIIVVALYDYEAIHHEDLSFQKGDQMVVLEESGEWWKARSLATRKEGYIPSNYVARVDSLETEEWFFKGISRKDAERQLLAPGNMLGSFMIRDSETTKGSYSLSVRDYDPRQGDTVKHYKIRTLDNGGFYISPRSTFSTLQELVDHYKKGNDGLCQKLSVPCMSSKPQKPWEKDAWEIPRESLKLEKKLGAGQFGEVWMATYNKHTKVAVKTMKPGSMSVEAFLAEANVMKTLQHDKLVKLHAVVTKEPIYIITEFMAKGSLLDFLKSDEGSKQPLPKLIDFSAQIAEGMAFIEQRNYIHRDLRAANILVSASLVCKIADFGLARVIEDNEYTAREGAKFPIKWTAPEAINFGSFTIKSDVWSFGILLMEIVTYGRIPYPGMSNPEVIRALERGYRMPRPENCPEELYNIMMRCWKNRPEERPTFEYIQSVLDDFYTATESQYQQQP
PGE2 EP2 inh: blocks the human prostaglandin E2 receptor EP2. inhibition, % at 25 µM. P43116. C6 glioma cells expressing human EP2, cAMP TR-FRET; cells stimulated with saturating PGE2. hit rate 0.52% among 260,000;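 active means percent inhibition above 40 after rounding to a whole number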;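 further: rat C6 glioma host cells with rolipram phosphodiesterase inhibitor present; the protocol text gives 20 µM as final concentration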
eIF4E 4G PPI: inhibitors of eIF4E and eIF4G interaction in translation initiation; P63073+Q04637; TR-FRET eIF4E-eIF4GI(517-606) binding, 2 h; inhibition, % at 21.7 µM; hit rate 0.37% among 220,000; AID 782;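 active means inhibition above about 30%, limit read from the data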;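 further: 0% = full FRET control wells and 100% = background wells lacking eIF4GI fragment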
Active calls of the source: *; i = inactive; / = no result given; & = joins results of further samples; [ ] = remark or other dose. Only part of the results is shown, so the mix of outcomes need not match the whole.

Values in the order – EP2 modulator	14-3-3 Bad PPI	m-calpain inh	TbHK1 inh	L929 necroptosis	Rad51 HR inh	Hck-Nef inh	PGE2 EP2 inh	eIF4E 4G PPI
(1) CC(Sc1nc(O)c(-c2ccccc2)c(=O)[nH]1)C(=O)Nc1ccc(Cl)cc1 (stereo not given)
    24	-9	-29	-7	1.4	11	25	3	-4
(2) Cc1ccc(-c2nnc(Oc3cccc(C)c3)c3ccccc23)cc1
    25	13[fluorescence artefact?]	13	0	1.8	-4	3	6	3
(3) COc1cccc(CNS(=O)(=O)/C=C/c2ccc3c(c2)OCO3)c1
    -21	-1	-30	-7	-0.1	1	1	6	3
(4) COCCN(CCOC)C(=O)c1cc2c(=O)n3ccccc3nc2s1
    15	3	i	-52	-0.2	2	49	9	3[fluorescence artefact?]
(5) COc1cc(Cl)cc2c1Sc1ccccc1/C2=C/CCN(C)C
    15	6	19	-4	4.6	-6	0	22	4
(6) CCOC(=O)CSc1nnc(-c2ccncc2)o1
    14	2	-11	-8	0.6	8	-1	7	0
(7) CCc1ccc(OC)c(S(=O)(=O)Nc2ccccc2C)c1
    17	20	27	9	0.0	5	-8	7	0
(8) CC1CCc2nc3ccccc3c(C(=O)OCC(=O)NC3CCS(=O)(=O)C3)c2C1 (stereo not given)
    -4	-15	-16	-2	2.5	24	27	5	1
(9) Cc1ccc(-c2csc3nc(C)n(N)c(=O)c23)cc1
    25	-2	-1	-5	0.5	0	26	9	-1
(10) c1ccn2c(SCc3ccc4c(c3)OCCO4)nnc2c1
    /	/	/	-7	1.1	-14	-2	7	/
(11) CC(C)(C)C(=O)Nc1ccc(S(=O)(=O)c2ccc(NC(=O)C(C)(C)C)cc2)cc1
    -15	-5	19	3	0.6	-1	-1	14	-3
(12) O=c1c2cn[nH]c2[nH]c(=S)n1-c1cccc2ccccc12
    30	-5	5	4	/	/	-5	7	2
(13) C=CCNCCOCCOc1ccc(Cl)cc1C(C)(C)C
    -12	52[fluorescence artefact?]	-9	8	0.2	15	-11	19	3[fluorescence artefact?]
(14) NS(=O)(=O)c1ccc(NC(=O)CCCC(=O)O)cc1
    22	-16	-26	-3	2.6	-9	20	5	0
(15) Cc1ccc(-c2nn(-c3cc(Cl)ccc3[N+](=O)[O-])c(=O)c3ccccc23)cc1
    54	-1	-29	-6	0.0	5	-1	0	2
(16) O=C(COC(=O)C1CC2C=CC1C2)Nc1cccc(S(=O)(=O)N2CCCCC2)c1 (stereo not given)
    -20	2	28	5	-0.2	2	2	14	-3
(17) Cc1ccc(O)c(NC(=O)c2cc(-c3ccc(F)cc3)on2)c1
    2	2	-1	-4	1.8	-9	0	3	3
(18) O=S(=O)(c1ccc(OCC2CO2)cc1)c1ccc(OCC2CO2)cc1 (stereo not given)
    -37	-15	-16	-3	-2.0	12	-13	6	-3
(19) CCOC(=O)CSC1=C(C#N)C(c2ccccc2OC)CC(=O)N1 (stereo not given)
    -8	8	13	-7	1.8	-6	1	9	-1
(20) CCc1ccc2nc(SCC(=O)Nc3ccccc3N3CCOCC3)c(C#N)cc2c1
    2	-5	1	-12	-0.7	-62	19	5	-2
(21) COCCNc1nnc(SCC(=O)Nc2sc3c(c2C(=O)c2ccccc2)CCCC3)s1
    10	-4[fluorescence artefact?]	-30	-7	0.9	/	2	3	0
(22) Oc1ccc(C(c2nnnn2CCc2ccccc2)N2CCN(c3nc4ccccc4s3)CC2)cc1 (stereo not given)
    2	1	-73	-9	-0.1	5	24	5	-13
(23) CCCN1C(=O)NC2(O)C(=O)c3ccccc3C12O (stereo not given)
    21	-10	17	-1	-0.3	3	1	8	8
(24) COc1ccc(-n2c(SCC(=O)Nc3cccc4ccccc34)nc(O)cc2=O)cc1
    -20	-5	14	-1	-0.1	-8	-3	6	-1
(25) CC(C)NC(=O)c1ccccc1NC(=O)CN(c1ccc2c(c1)OCO2)S(C)(=O)=O
    14	-17	18	2	-0.3	0	0	19	4
(26) Cc1c(C(=O)Nc2ccc(Oc3ccccc3)cc2)sc2nc3n(c(=O)c12)CCC3
    -28	-2	-59	-14	0.1	-1	3	18	0
(27) Cc1cccc(N(CC(=O)NC(C)C)C(=O)c2ccc(N3CCCC3)nc2)c1
    12	-3	1	-10	0.2	2	-3	2	1
(28) Cc1ccc(NC(=O)CSc2nnc(COc3ccccc3C)o2)cc1
    23	-10	-36	-4	3.0	20	16	9	-1
(29) Cc1ccc(C(=O)c2cc([N+](=O)[O-])ccc2N2CCOCC2)c(C)c1
    22	-7[fluorescence artefact?]	39	-14	-0.4	3	1	12	-3[fluorescence artefact?]
(30) Cc1[nH]c(=S)[nH]c(=O)c1Cc1ccc(OCC(C)C)cc1
    5	-10	-4	4	0.9	/	6	7	2
(31) COC(=O)c1cc(NC(=O)c2cccs2)ccc1N1CCOCC1
    8	-12	-38	-16	49	0	16	11	-1
(32) COc1c(-c2ccc(O)c(O)c2)oc2cc(O)cc(O)c2c1=O
    8	8	-11	-32	19	-2	43	13	-16
(33) COc1ccc(-n2nnnc2SCC(=O)N2CCOCC2)cc1
    8	2	-2	-6	0.0	12	20	11	-3
(34) Fc1ccc(OCCOCCOc2cccc3[nH]ccc23)cc1
    -77	-14	27	1	0.2	11	24	6	0
(35) C1COCCNCCOCCOCCN1
    13	-10	-16	-2	0.0	5	-1	8	-1
(36) O=C(COC(=O)c1ccccc1Br)NCCc1ccc(F)cc1
    -59	-1[fluorescence artefact?]	29	-2	-0.5	30	-4	6	1
(37) O=C(O)c1ccc(N2CCCCCC2)c(N2C(=O)c3ccccc3C2=O)c1
    15	0	-14	4	0.3	1	2	10	4
(38) Cc1cc(C)c(S(=O)(=O)Nc2ccc(OCC(=O)O)cc2)c(C)c1
    -1	-5	-3	-3	1.5	-7	2	18	3[fluorescence artefact?]
(39) CC(C)(C)c1ccc(C(=O)NCCCN2CCN(CCCNC(=O)c3ccc(C(C)(C)C)cc3)CC2)cc1
    -32	-10	-62	-15	-0.1	3	5	5	5[fluorescence artefact?]
(40) CS(=O)(=O)N1CCCC(C(=O)NCCCN2CCN(Cc3ccccc3)CC2)C1 (stereo not given)
    30	8	-11	-2	0.9	-1	1	5	3

Results in L929 necroptosis and m-calpain inh (six entries from above):
nr	smiles	L929 necroptosis	m-calpain inh
18	O=S(=O)(c1ccc(OCC2CO2)cc1)c1ccc(OCC2CO2)cc1 (stereo not given)	-2.0	-16
19	CCOC(=O)CSC1=C(C#N)C(c2ccccc2OC)CC(=O)N1 (stereo not given)	1.8	13
20	CCc1ccc2nc(SCC(=O)Nc3ccccc3N3CCOCC3)c(C#N)cc2c1	-0.7	1
21	COCCNc1nnc(SCC(=O)Nc2sc3c(c2C(=O)c2ccccc2)CCCC3)s1	0.9	-30
22	Oc1ccc(C(c2nnnn2CCc2ccccc2)N2CCN(c3nc4ccccc4s3)CC2)cc1 (stereo not given)	-0.1	-73
23	CCCN1C(=O)NC2(O)C(=O)c3ccccc3C12O (stereo not given)	-0.3	17

The list continues.
Values in the order – EP2 modulator	14-3-3 Bad PPI	m-calpain inh	TbHK1 inh	L929 necroptosis	Rad51 HR inh	Hck-Nef inh	PGE2 EP2 inh	eIF4E 4G PPI
(41) COc1ccc(OC)c(/C=N/NC(=O)CCc2ccc(O)c(O)c2)c1
    -17	0	-413	-5	1.4	-3	5	2	3
(42) O=C(N1CCOCC1)N(CCN1CCOCC1)Cc1cccc2ccccc12
    -4	-7	16	-12	-0.1	4	3	17	-2
(43) Cc1c(C(=O)Nc2ccccc2)sc2nc(-c3ccccc3)cn12
    -26	8[fluorescence artefact?]	6	0	50	1	-1	9	2[fluorescence artefact?]
(44) NS(=O)(=O)c1ccc(NC(=O)C2CCCN(S(=O)(=O)c3ccc(F)cc3)C2)cc1 (stereo not given)
    4&14	-9	-20	4	0.5	1	1	8&9	-6
(45) CCc1cccc2c(C(=O)CSc3nncn3-c3ccc(OC)cc3)c[nH]c12
    -71	-24	3	3	14	4	6	12	-4
(46) C=CCn1c(SCC(=O)NC2CCS(=O)(=O)C2)nnc1-c1cc2c(s1)CCC(CC)C2 (stereo not given)
    24	7	-3	-8	-0.3	2	0	5	0
(47) CC(C)(C)C(=O)CSc1ncnc2sc3c(c12)CCC3
    12	6	44	-2	2.5	1	22	-1	3
(48) Cc1nn(C2CCS(=O)(=O)C2)c(Cl)c1/C=C/C(=O)OCC(=O)N(C)C (stereo not given)
    -4	12	20	-7	-0.5	/	-6	5	4
(49) CC1Cc2cc(/C(O)=C3/C(=O)C(=O)N(CCCN(C)C)C3c3ccncc3)ccc2O1 (stereo not given)
    -5	12	-34	-9	1.1	/	17	14	-37
(50) CSc1nc2nc3c(c(=O)n2[nH]1)CCCC3
    3	-3	-17	0	0.1	-7	2	10	-3[fluorescence artefact?]
(51) CCOc1ccc(NC(=S)N(CCc2c(C)[nH]c3ccc(C)cc23)Cc2cccnc2)cc1
    13	-4	-55	-8	0.5	/	-9	/	-3
(52) Cc1c(NC(=O)C(C)OC(=O)c2cccc(S(=O)(=O)N3CCOCC3)c2)c(=O)n(-c2ccccc2)n1C (stereo not given)
    -27	0	4	5	-0.7	3	2	5	-1
(53) CCC12CN(C(=O)c3ccc(OC)cc3)CC(CC)(CN(C(=O)c3ccc(OC)cc3)C1)C2=O
    6	3	-5	29	-0.4	-2	3	6	-1
(54) COc1ccccc1N1CCN(C(c2ccc(N(C)C)cc2)c2nnnn2CCc2ccccc2)CC1 (stereo not given)
    38	-1	19	-4	0.8	1	3	15	0
(55) Cc1ccc(OCCNC(=O)/C=C/c2ccccc2)cc1C
    -74	4	29	25	0.5	/	4	11	3
(56) C=CCn1c(SCc2cc(=O)n3ccsc3n2)nc2ccccc2c1=O
    -3	2	-8	-4	-1.2	-87	29	3	1
(57) CCOc1c(Nc2ccc(C(C)C)cc2)c(=O)c1=O
    -9	-2	4	-9	0.8	-5	15	5	0
(58) Cc1ccccc1NC(=O)Nc1nnc(CC(=O)NCc2ccccc2)s1
    -37	-1	3	2	0.0	12	4	11	-5
(59) COc1cccc(NC(=O)CSc2nnc(Cn3nnc4ccccc43)n2C)c1
    6	7[fluorescence artefact?]	11	-4	1.6	3	6	6	-8
(60) COC(=O)Cn1c(=NC(=O)c2ccc(OC)cc2)sc2cc(OC)ccc21
    41	6	-178	-23	4.4	1	3	10	4
(61) O=C(c1cccs1)N(Cc1ccco1)Cc1cc2ccccc2[nH]c1=O
    4	-8	-2	-10	3.5	-5	-4	10	3
(62) CCC1(C)Cc2c(sc3c2c(=O)n(C)c2nnc(SCC(=O)c4ccccc4)n32)CO1 (stereo not given)
    /	/	/	1	0.0	1	1	11	/

3 of the entries above in order of their number in EP2 modulator, highest first.
# | canonical_smiles | EP2 modulator | 14-3-3 Bad PPI | m-calpain inh | TbHK1 inh | Hck-Nef inh | eIF4E 4G PPI
13 | C=CCNCCOCCOc1ccc(Cl)cc1C(C)(C)C | -12 | 52[fluorescence artefact?] | -9 | 8 | -11 | 3[fluorescence artefact?]
36 | O=C(COC(=O)c1ccccc1Br)NCCc1ccc(F)cc1 | -59 | -1[fluorescence artefact?] | 29 | -2 | -4 | 1
45 | CCc1cccc2c(C(=O)CSc3nncn3-c3ccc(OC)cc3)c[nH]c12 | -71 | -24 | 3 | 3 | 6 | -4
